Compound activity from PubChem.
ABCG2 block – inhibitors of human ABCG2 transporter, ABCB1 counter-screen; actives 0.1% (n = 190,000); AID 1325; IgMXP3 cells, JC-1 efflux, flow cytometry; inhibition, % at 6.6 µM;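 active = inhibition above 80%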;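 also: 0% = DMSO and 100% = nicardipine control wells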
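Test system: IgMXP3 cells (ABCG2) mixed with DDAO far-red-labelled CCRF-Adr cells (ABCB1). Reagent: JC-1 transporter substrate. Compound dosing: single test compound dose, 6.6 µM final. Times: 10 min compound exposure, 25 °C. Detection: flow cytometry of retained JC-1 fluorescence. Read-out basis: efflux inhibition in percent versus controls. Controls: nicardipine and DMSO wells.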
ABCB1 block – inhibitors of human ABCB1 transporter, ABCG2 counter-screen | P08183 | CCRF-Adr cells, JC-1 efflux, flow cytometry | actives 0.067% (n = 190,000) | inhibition, % at 6.6 µM; in the data active = inhibition above about 40%;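 also: 0% = vehicle and 100% = reference inhibitor; higher value means more JC-1 retained so stronger ABCB1 efflux block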
Rac1 wt GTP bind – alters GTP binding to wildtype human Rac1. P63000. GST-Rac1 beads, fluorescent GTP binding, flow cytometry; actives lie on both sides; 0 = cold GTP competed, 100 = untreated. GTP binding activity (% of control), % at 10 µM. actives 0.27% (n = 190,000). AID 757;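 active = GTP binding activity at least 20 points away from the 100% control level, either lower or higher; inconclusive = compound flagged as likely green fluorescent, judged across all proteins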
Rab2A wt mod – changes GTP binding to wildtype dog Rab2A, up or down; GST-Rab2 wt beads, Bodipy-GTP binding, flow cytometry; GTP binding activity, % at 10 µM; actives 0.19% (n = 190,000); AID 760;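 active = GTP binding activity at least 20 points away from 100%, either lowered or raised; inconclusive = signal likely due to the compound's own green fluorescence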;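 also: 0% = beads with excess unlabeled GTP and 100% = no-compound control corrected for plate trend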
Pf gamet viab – P. falciparum stage V gametocyte viability inhibition; P. falciparum stage V gametocytes, ATP luminescence, 24 h; inhibition, % at 10.9 µM; actives 0.065% (n = 150,000);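 active = inhibition above the mean plus 3 SD of compounds within the control limits, set per campaign, cut at about 38% in these data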;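 also: 0% = DMSO wells and 100% = medium only without gametocytes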
Avidin fluor – avidin bead compound fluorescence profile | actives 0.38% (n = 220,000) | fluorescence (KMESF) at 10 µM | Avidin beads, compound fluorescence 488/530 nm, flow cytometry; active compounds read high; in the data active = fluorescence above about 47; also: inactives centre near 10
Rac1 act GTP bind – alters GTP binding to activated mutant human Rac1; GST-Rac1 activated beads, fluorescent GTP binding, flow cytometry; actives lie on both sides; 100% means binding = to untreated wells; P63000; percent activity (GTP binding), % at 10 µM; AID 764; actives 0.11% (n = 190,000);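 active = GTP binding at least 20 percentage points away from the 100% baseline, in either direction, so actives lie on both sides; inconclusive = Compound likely fluorescent itself, or too few beads counted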
Cdc42 wt GTP – modulators (inhibitors or activators) of GTP binding to human Cdc42 wildtype; P60953; GST-Cdc42 beads, Bodipy-GTP binding, flow cytometry; actives lie on both sides; percent activity (GTP binding), % at 10 µM; actives 0.2% (n = 190,000); AID 761;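 active = percent activity GTP binding at least 20 points away from the 100% baseline, either down as inhibitor or up as activator; inconclusive = compound flagged as likely green fluorescent from well-wide comparison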;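 also: median bead fluorescence of bound Bodipy-FL-GTP at 100 nM; 0% = excess unlabeled GTP control and 100% = no compound control; below 100% means less GTP binding so inhibitor and above means activator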
Target sequence (P60953 whole entry, looked up): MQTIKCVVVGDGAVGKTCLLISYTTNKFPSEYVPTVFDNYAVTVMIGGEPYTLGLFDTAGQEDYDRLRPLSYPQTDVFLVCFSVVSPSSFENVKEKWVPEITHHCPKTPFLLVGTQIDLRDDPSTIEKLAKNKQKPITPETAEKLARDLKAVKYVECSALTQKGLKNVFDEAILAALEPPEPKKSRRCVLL
Mcl1 Noxa PPI – disrupts binding of human Mcl-1 to Noxa peptide; Q07820; TR-FRET Mcl-1/Noxa peptide binding, 2 h; inhibition, % at 21.7 µM; actives 1.5% (n = 220,000); AID 1022;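 active = compounds that cut the protein-peptide binding signal by more than 50% relative to plate controls in a single-dose test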;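 also: His-tagged Mcl-1 with rhodamine Noxa BH3 peptide and terbium anti-His antibody; 0% = Mcl-1 plus Noxa peptide wells and 100% = peptide-only wells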
Target sequence (Q07820 whole entry, looked up): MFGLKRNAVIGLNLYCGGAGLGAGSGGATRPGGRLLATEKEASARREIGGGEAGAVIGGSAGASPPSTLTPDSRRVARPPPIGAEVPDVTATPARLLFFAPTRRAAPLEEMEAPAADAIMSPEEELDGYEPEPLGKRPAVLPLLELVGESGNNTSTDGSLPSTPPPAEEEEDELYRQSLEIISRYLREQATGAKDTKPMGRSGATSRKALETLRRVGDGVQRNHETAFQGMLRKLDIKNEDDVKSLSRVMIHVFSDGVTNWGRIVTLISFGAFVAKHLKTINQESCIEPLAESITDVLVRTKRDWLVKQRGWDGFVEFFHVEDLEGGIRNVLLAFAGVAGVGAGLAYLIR
Rab7 wt modul – alters GTP binding to wildtype dog Rab7; GST-Rab7 beads, fluorescent GTP binding, flow cytometry; actives lie on both sides; untreated = 100%, excess cold GTP = 0%; GTP binding activity (percent of control), % at 10 µM; actives 0.055% (n = 190,000); AID 758;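 active = fluorescent GTP binding to Rab7 beads changed by at least 20 points from the 100% baseline, either direction, mostly lower; inconclusive = compound itself probably fluorescent, or too few beads counted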;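 also: median green fluorescence of bound Bodipy-FL-GTP per Rab7 bead population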
HRas wt GTP – changes GTP binding to wildtype human HRas; GST-Ras wt beads, Bodipy-FL-GTP binding, flow cytometry; actives lie on both sides; actives 0.14% (n = 190,000); GTP binding activity, % at 10 µM;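 active = GTP binding activity at least 20% away from the 100% baseline, either lowered as inhibitor or raised as activator; inconclusive = flagged as likely green fluorescent, judged across all proteins in the well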;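 also: 0% = unlabeled GTP competition control and 100% = no-compound control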
Target sequence (P01112 whole entry, looked up): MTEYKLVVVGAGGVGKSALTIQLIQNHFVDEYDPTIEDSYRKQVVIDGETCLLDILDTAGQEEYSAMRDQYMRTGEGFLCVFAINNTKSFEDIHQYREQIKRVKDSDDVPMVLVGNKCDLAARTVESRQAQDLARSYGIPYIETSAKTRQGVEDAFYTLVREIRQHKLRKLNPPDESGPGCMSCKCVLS
Active calls of the source: *; ? = inconclusive; / = no result given; [ ] = another dose, or the depositor's remark.

smiles,Cdc42 wt GTP,Rab2A wt mod,ABCG2 block,Avidin fluor,Rac1 wt GTP bind,Pf gamet viab,HRas wt GTP,Rab7 wt modul,Rac1 act GTP bind,ABCB1 block,Mcl1 Noxa PPI
COc1ccc(C(C(=O)NCC2CCCO2)N(C(=O)CNC(=O)c2cccs2)c2ccccc2C)cc1OC (stereo not given),95,96,4,12,99,-3,97,97,96,0.7,6
COC(=O)CSC1=C(C#N)C(c2cccc(OC)c2)CC(=O)N1 (stereo not given),102,98,0,6,102,/,96,96,97,-0.1,-21
CCOC(=O)C1=C(C)NC(=O)NC1c1cccs1 (stereo not given),96,98,0,9,102,9,99,106,95,-0.2,-5
Cc1ccccc1/C=C1\SC(=S)N(/N=C/c2cc([N+](=O)[O-])ccc2O)C1=O,?,?,1,12,?,/,?,?,?,-0.8,32
O=[N+]([O-])c1ccc(Nc2ccccc2)nc1,103,102,8,15,102,15,102,99,100,/,14
Nc1c(C(=O)Nc2nc3ccccc3s2)sc2nc(-c3cccs3)ccc12,103,98,-2,13,98,/,98,98,101,-0.7,97*
COc1ccc(/C=C/C(=O)Oc2ccc(/C=N/NC(=O)COc3c(C)cccc3C)cc2)cc1,97,91,3,11,92,/,96,94,92,0.8,/
O=C(Nc1ccccc1)N(CCCN1CCOCC1)Cc1ccccc1F,104,98,15,12,109,/,100,101,98,1.4,5
COC(=O)c1sc2nc(SCc3ccccc3C)n(N)c(=O)c2c1C,96,100,-1,0,102,-38,100,94,101,5.3,25
CCOC(=O)c1c(NC(=O)C2C3C=CC(C3)C2C(=O)O)sc2c1CCC(CC)C2 (stereo not given),92,94,2,12,95,-8,93,98,95,0.6,22
Cc1ccc(S(=O)(=O)N2CCN(C(=O)c3ccccc3)C2C(C)C)cc1 (stereo not given),100,102,2,17,99,-2,104,103,97,1.3,6
COc1ccc(N2CCN(C(=O)c3ccc4c(Cl)c5c(nc4c3)CCCC5)CC2)cc1,96,98,18,8,102,/,97,99,97,2.9,8
O=C1CSC(c2cn(-c3ccccc3)nc2-c2ccccc2)N1Cc1ccco1 (stereo not given),100,99,5,7,103,/,103,101,100,2.1,-4
COc1ccc(OC)c(-c2nnc(SCC(=O)N3CCCc4ccccc43)o2)c1,106,104,70,29,107,-10,104,101,104,2.7,17
CCOC(=O)c1sc(NC(=O)CCCn2nc([N+](=O)[O-])c(Cl)c2C)c(C(=O)OCC)c1C,98,101,32,6,103,12,101,105,100,12,7
CNC(=O)CSc1nc2nn(-c3ccccc3)c(=O)c-2c2n1CCCCC2,99,98,4,13,99,/,99,98,93,1.1,7
COc1ccc(NC(=O)CN2CCCC(C)C2)c([N+](=O)[O-])c1 (stereo not given),98,96,1,7,99,/,97,96,98,0.1,8
CC(C)Sc1nnc([C@H](C)NC(=O)OC(C)(C)C)o1,103,102,0,9,104,1,101,103,102,0.1,-11
O=c1c2c(nc3nc(NCc4ccc(Cl)cc4)[nH]n13)CCC2,96,98,-1,20,101,22,98,105,92,-0.1,-9
O=C(CNC(=O)C12CC3CC(CC(C3)C1)C2)OCc1cc(=O)n2cc(Br)ccc2n1,96,102,5,9,100,/,96,104,98,1.1,8
CCOCCCNC(=O)C1CCN(S(=O)(=O)N2CCCCC2)CC1,100,100,1,14,102,/,102,101,97,0.2,14
NNc1nc(-c2ccccc2Cl)nc2sc3c(c12)CCCC3,101,98,1,19,101,-19,99,101,98,1.0,-59
O=C(NCc1ccco1)C1CCCN(S(=O)(=O)c2ccc(Cl)cc2)C1 (stereo not given),102,102,0,30,102,/,102,93,100,0.0,13
O=[N+]([O-])c1cccc(-c2nnc(SCc3cccnc3)o2)c1,?,?,3,11,?,-5,?,?,?,0.6,-1
CCOC(=O)C(C)c1nn(C)c(=O)c2ccccc12 (stereo not given),96,97,1,5,94,14,97,91,97,0.5,9
CN(Cc1ccccc1)C(=O)C1CCN(Cc2ccc(F)cc2)CC1,99,97,0,24,99,/,95,99,99,-0.1,9
Cc1cccc(N2CCN(C(=O)C(C)n3nc(C)n4c(cc5occc54)c3=O)CC2)c1C (stereo not given),101,100,1,8,100,/,101,102,97,0.6,13
O=C(c1ccc(Cl)c([N+](=O)[O-])c1)N1CCN(c2ccccc2)CC1,97,99,1,6,95,1,98,99,95,0.5,7
COc1cc(C)c(Br)cc1S(=O)(=O)NCCCN1CCOCC1,91,98,5,3,91,/,92,100,92,0.5,12
Cn1cc2c(=O)n(/N=C/c3ccccc3)cnc2n1,102,102,4,2,105,/,102,101,100,0.8,19
CCN(CC)C(=O)NC1CC(=O)N(c2ccc(OC)cc2)C1 (stereo not given),100,101,-2,16,103,-12,100,102,101,0.4,3
NC(=O)c1ccccc1NC(=O)CCN1C(=O)c2ccccc2C1=O,106,103,3,34,104,3,103,103,100,0.3,6
O=C(CSc1ccccn1)Nc1ccc(F)c([N+](=O)[O-])c1,97,97,22,7,98,-12,95,101,97,2.5,11
COC(=O)c1cccn(CC(=O)c2ccc(Cl)cc2)c1=O,100,94,0,7,100,9,99,100,94,0.5,-4
CCCc1nc(-c2ccc(-c3ccc(F)cc3)cc2)no1,95,97,0,15,96,-13,97,98,95,-3.3,4
Cn1c(SCC(=O)Nc2ccc3c(c2)oc2ccccc23)nnc1-c1ccccc1,105,101,-1,5,102,/,102,102,98,-0.4,-4
Cn1c(SCc2cc(=O)n3cc(Br)ccc3n2)nnc1C1COc2ccccc2O1 (stereo not given),101,99,1,13,104,-8,102,100,97,0.8,34
Cc1cc(C)nc(N2CCCC(C(=O)Nc3ccc4nc(C)c(C)nc4c3)C2)n1 (stereo not given),96,95,6,37,94,/,96,94,93,2.5,13
NC(=O)c1c(N)sc2c1CCC2,94,95,2,6,98,-11,95,99,96,-0.1,-1
COc1ccc(-n2nc3c(c2NC(=O)C2CCCC2)CS(=O)C3)cc1 (stereo not given),101,101,8,6,100,/,100,103,98,1.0,10
CCCC1(C(=O)OCC)NC(c2ccc(N(C)C)cc2)C2C(=O)N(c3ccccc3)C(=O)C21 (stereo not given),100,103,11,20,106,/,102,102,102,1.5,6
COc1cccc(-n2nc3c(=O)n(Cc4ccccc4Cl)nc(C)c3c2C)c1,101,101,0,6,106,-13,101,97,102,-0.2,3
Cn1ncc2nnn(-c3ccccc3)c(=O)c21,100,99,3,7,101,-17,100,98,99,0.8,-3
CCCCc1nc2c(=O)[nH]c3ccccc3c2o1,96,96,3,26,98,/,98,95,99,0.6,-8
CC(NC(=O)c1cc(-c2ccc(Br)cc2)on1)c1ccccc1 (stereo not given),105,103,13,45,110,-2,102,99,100,0.4,-1
Cc1ccc(-n2c(SCC(=O)O)nc3sc4c(c3c2=O)CCCC4)cc1,90,90,0,9,92,/,91,92,89,-0.3,16
O=C(Nc1cccnc1)c1ccc2nc(-c3ccccc3)c(-c3ccccc3)nc2c1,?,?,0,8,?,-20,?,?,?,0.0,-9
Cc1nc2ccc(N=NC3=C(O)CCCC3=O)cc2s1,109,108,1,13,106,/,105,101,102,0.1,3
Cc1cc(Br)ccc1SCC(=O)Nc1cccnc1,98,98,5,12,103,17,100,106,96,0.6,10
O=C(c1cc(COc2ccc3ncccc3c2)on1)N1CCCC(O)C1 (stereo not given),96,99,8,1,98,/,98,106,94,1.2,2

The list continues.
smiles,Cdc42 wt GTP,Rab2A wt mod,ABCG2 block,Avidin fluor,Rac1 wt GTP bind,Pf gamet viab,HRas wt GTP,Rab7 wt modul,Rac1 act GTP bind,ABCB1 block,Mcl1 Noxa PPI
O=C(COC(=O)c1cccnc1Cl)NCc1ccc2c(c1)OCO2,99,98,11,7,102,-2,98,100,97,0.9,13
Cc1ccc(NC(=O)Cn2cncc2-c2ccc([N+](=O)[O-])cc2)cc1C,105,102,4,14,102,/,102,99,101,1.1,40
C=CCn1cccc(C(=O)Nc2ccc(OC)cc2)c1=O,99,100,8,9,102,-12,102,94,99,1.3,10
CC1CCCN(C(=O)CSc2nnc(-c3cccnc3)n2C2CCCCC2)C1 (stereo not given),99,97,2,41,96,-1,100,102,96,0.5,8
Cc1csc(NC(=O)c2nn(C)c(C)c2[N+](=O)[O-])n1,101,99,17,5,107,/,99,100,100,4.1,13
CSc1nc(Cc2ccccc2)cc(=O)[nH]1,120*[activator],120*[activator],-1,9,127*[activator],-9,116,111,122*[activator],-0.1,9
CCS(=O)(=O)c1ccc(OC)c(N=Nc2ccc(O)c3ncccc23)c1,96,98,4,7,101,/,102,102,99,-0.3,20
CNCCOc1nc(N2CCOCC2)nc(C)c1[N+](=O)[O-],105,100,17,7,105,10,101,98,101,1.2,-12
CC(C)CC(=O)NC(=S)Nc1ccc(S(=O)(=O)NC(C)(C)C)cc1,101,99,23,13,106,25,101,97,102,0.7,10
O=C1OCCC1Sc1ncnc2sc3c(c12)CCC3 (stereo not given),104,99,2,34,108,-1,104,102,100,0.3,15
O=C(O)c1ccc(COc2ccccc2/C=C2\NC(=O)N(Cc3ccc(F)cc3)C2=O)cc1,94,92,-1,15,95,/,93,94,89,-0.6,26
CCC1CCCCN1S(=O)(=O)c1ccc(C(=O)Nc2nnc(-c3ccccc3Cl)o2)cc1 (stereo not given),95,91,0,23,93,/,88,89,90,0.0,-98
CC(=O)OCC(=O)[C@@]1(O)CC[C@H]2[C@@H]3CCC4=CC(=O)CC[C@]4(C)[C@H]3[C@@H](O)C[C@@]21C,101,98,0,12,103,/,97,95,98,-0.3,7
CC(=O)NC(CC(=O)OCC(=O)c1c(N)n(C)c(=O)n(C)c1=O)c1ccccc1 (stereo not given),96,97,16,12,102,/,97,102,95,0.8,-3
COc1cc(C(=O)Nc2nnc(C3CC3)s2)ccc1OCc1c(C)noc1C,95,93,7,24,97,2,93,92,94,1.7,0
CCC(=O)N1N=C(c2ccc(C)o2)CC1c1ccc(OC)cc1 (stereo not given),93,96,8,11,96,10,96,104,93,2.1,8
c1coc(CSCc2cn3cccnc3n2)c1,100,99,0,6,104,/,100,97,101,-1.2,0
